S3 lipid droplet – qHTS Assay for Lipid Storage Modulators in Drosophila S3 Cells; Drosophila S3 cells, BODIPY lipid droplet fluorescence, 18-24 h; cells fed with added oleic acid; Potency in µM for hits, for the others lipid storage change, negative = inhibition, % at the top dose, mostly 46.1 µM; 0.64% of 320,000 active; active = well fitted inhibition curve with a large enough effect in the signal ratio, with a control signal flat, not every such curve was filed as active; inconclusive = small, poorly fitted or top-dose-only effect, or effect the other way, or a change in a side signal; the % refers to the signal ratio
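Laser-scanning cytometry quantifies lipid droplet accumulation (500–530 nm total intensity; droplet/cell object ratio) in oleic acid-fed (400 uM added) Drosophila S3 cells treated with a concentration series. 20 uM Triacsin C defined 100% inhibition.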
S3 lipid droplet cell count max – recorded beside S3 lipid droplet, whose call it bears; cell number change, %; measured here: cell count max response;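 cells counted by Cell Tracker Red CMTPX staining in the red channel; peak over a dose series mostly up to 46.1 µM; percent activity relative to internal control wells on each plate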
* = called active by the depositor; i = inactive; ? = inconclusive; nt = not tested or not shown. % is scaled to controls: 0 for no effect and ±100 for the full control effect; potency is read from the fitted curve at half-maximal effect. Only part of the results is shown, so the mix of outcomes need not match the whole.

Structure	S3 lipid droplet	S3 lipid droplet cell count max
CCc1ccc(NC(=O)c2cccc(NC3=NC4CS(=O)(=O)CC4S3)c2)cc1 (configuration not stated)	?	nt
COc1ccc(CCNC(=O)Nc2cccc([N+](=O)[O-])c2)cc1	?	nt
CCOCCCNc1ncnc2c1nc1n2CCCC1	i	nt
CCOC(=O)C1CCN(c2c(NC3CCCc4ccccc43)c(=O)c2=O)CC1 (configuration not stated)	13%	-6
COCCn1c(CCC(=O)O)nc2c1c(=O)[nH]c(=O)n2CC(C)C	-5%	8
CCSc1sccc1C1C(C#N)=C(N)N(c2cccnc2)C2=C1C(=O)CCC2 (configuration not stated)	?	nt
CCOc1ccc(NC(=O)c2cc(S(=O)(=O)N3CCOCC3)cs2)cc1	-20%	-11
Cc1ccc2c(CC(=O)OCc3nc(N)nc(Nc4ccccc4C)n3)coc2c1	?	nt
C[C@H](NC(=O)Nc1ccc2c(c1)OCCO2)C(=O)O	-11%	1
Cc1ccccc1N1CCN(Cc2nc(Cc3ccccc3F)no2)CC1	-1%	1
O=C(Nc1ccccc1F)C1CCCN(S(=O)(=O)c2ccccc2)C1 (configuration not stated)	?	nt
Cc1ccc(S(=O)(=O)NCC(=O)NCc2cc(=O)n(C)c(=O)n2C)cc1C	?	nt
CN(CC(=O)NC1CCCc2ccccc21)S(=O)(=O)c1ccc2c(c1)c(=O)n(C)c(=O)n2C (configuration not stated)	?	nt
CCc1ccc(C(=O)NNc2cc(Cl)ccc2Cl)cc1	12%	5
O=C(CSc1cn(CCNC(=O)c2cccs2)c2ccccc12)NC1CCCCC1	?	nt
Nn1c(SCC(=O)N2CCOCC2)nnc1-c1ccc(Cl)cc1Cl	?	nt
CCN(C(=O)COC(=O)c1ccc(O)cc1O)c1c(N)n(Cc2ccccc2)c(=O)[nH]c1=O	-16%	-20
CCCc1cc(=O)oc2cc(C)cc(OC(C)C(=O)N[C@@H](Cc3c[nH]c4ccccc34)C(=O)O)c12 (some centres not stated)	?	nt
CCOC(=O)CCc1c(C)c(C#N)c2nc3ccccc3n2c1-n1ccnc1C	14%	7
Cc1ccc(-n2[nH]c(C)c(C=Nc3ccc(S(=O)(=O)Nc4nc(C)cc(C)n4)cc3)c2=O)c(C)c1	-7%	-1

Some of these compounds in order of heavy-atom count, lowest first:
Structure	S3 lipid droplet	S3 lipid droplet cell count max
C[C@H](NC(=O)Nc1ccc2c(c1)OCCO2)C(=O)O	-11%	1
CCc1ccc(C(=O)NNc2cc(Cl)ccc2Cl)cc1	12%	5
CCc1ccc(NC(=O)c2cccc(NC3=NC4CS(=O)(=O)CC4S3)c2)cc1 (configuration not stated)	?	nt
CCCc1cc(=O)oc2cc(C)cc(OC(C)C(=O)N[C@@H](Cc3c[nH]c4ccccc34)C(=O)O)c12 (some centres not stated)	?	nt

An excerpt of the results above, for reference:
Structure	S3 lipid droplet	S3 lipid droplet cell count max
Cc1ccccc1N1CCN(Cc2nc(Cc3ccccc3F)no2)CC1	-1%	1
O=C(Nc1ccccc1F)C1CCCN(S(=O)(=O)c2ccccc2)C1 (configuration not stated)	?	nt
Cc1ccc(S(=O)(=O)NCC(=O)NCc2cc(=O)n(C)c(=O)n2C)cc1C	?	nt
CN(CC(=O)NC1CCCc2ccccc21)S(=O)(=O)c1ccc2c(c1)c(=O)n(C)c(=O)n2C (configuration not stated)	?	nt
CCc1ccc(C(=O)NNc2cc(Cl)ccc2Cl)cc1	12%	5

Going on with the list:
Structure	S3 lipid droplet	S3 lipid droplet cell count max
CCc1ccc(-c2csc(NC(=O)C3=NN(c4ccccc4)C(=O)CC3)n2)cc1	?	nt
Cc1cnc(NS(=O)(=O)c2ccc(Cl)cc2)c(Br)c1	5%	13
CC1=[N+](C)N(c2ccccc2)C(=O)C1N=C/C=C/c1ccccc1 (configuration not stated)	-7%	0
COc1cccc(N(C(=O)c2ccco2)C(C(=O)NC2CCCC2)c2cccnc2)c1 (configuration not stated)	1%	-10
COc1ccc(NC(=O)c2cc(-c3ccccc3Cl)on2)cc1OC	i	-9
Cc1ccc(N2C(=O)c3n[nH]c(C)c3C2c2ccccn2)cc1 (configuration not stated)	7%	-14
COc1ccc(S(=O)(=O)Nc2ccc(O)c(Sc3nc4ccccc4s3)c2)cc1	?	nt
COc1ccc(OC)c(NC(=O)Cc2coc3ccc4ccccc4c23)c1	?	nt
CC(=O)NC1C(OCCOc2ccc(Cl)cc2Cl)OC(COC(C)=O)C(OC(C)=O)C1OC(C)=O (configuration not stated)	?	nt
COC(=O)[C@]1(C)N[C@H](c2ccc(-c3ccc(Cl)c(Cl)c3)cc2)[C@@H]2C(=O)N(C)C(=O)[C@@H]21	?	nt
CC(=O)COc1c(-c2ccco2)oc2ccccc2c1=O	10%	3
C=CC(C)Sc1nc2c(c(=O)n(C)c(=O)n2C)n1Cc1ccccc1Cl (configuration not stated)	?	nt
C/C(=N\NC(=O)c1ccncc1)c1cc2ccccc2oc1=O	?	nt
O=C(NCCCN1CCCC1=O)c1ccc(Cl)c(NS(=O)(=O)c2ccc(F)cc2)c1	i	nt
COc1ccc(CN2C(=O)c3ccc(C(=O)O)cc3C2=O)cc1	1%	12
COc1ccc(CN2CCNC(=O)C2CC(=O)N(C)Cc2ccno2)c(F)c1 (configuration not stated)	i	28
CCC(=O)Nc1cc(C(F)(F)F)ccc1N1CCOCC1	22%	-20
Cc1ccccc1OCC(=O)OCC(=O)NCc1ccccc1	-11%	-1
COc1cc(/C=C/C(=O)OCC(=O)Nc2c(C)n(C)n(-c3ccccc3)c2=O)cc(OC)c1OC	?	nt
CSc1cccc(N2CC(C(=O)Nc3ccccc3N3CCCC3)CC2=O)c1 (configuration not stated)	?	nt
C[C@H](NC(=O)c1nc[nH]c1C(=O)NCc1ccccc1)C(=O)OCc1ccccc1	-19%	-3
N#C/C(=C(/O)COC(=O)COc1ccc(Cl)cc1)c1nc2ccccc2[nH]1	-4%	-12
O=C1NC2(CCC3(CC2)OCCO3)NN1c1ccccc1	?	nt
Cc1c(C(=O)NN)sc(-c2ccccc2)c1C#N	2%	19
COc1ccc(CCC(=O)Nc2cc([N+](=O)[O-])ccc2OC)cc1	?	nt
O=C1c2ccncc2C(=O)N1C1CCCCC1	?	nt
Cc1ccc(OCCNC(=O)c2ccccc2SCC(=O)N2CCCC2)cc1	?	nt
O=C(/C=C/c1ccc(S(=O)(=O)NCc2ccco2)cc1)NCc1cccc(Cl)c1	?	nt
Cc1noc(C)c1C(=O)Nc1sc(C)c(C)c1C#N	i	4
Cc1cccc(Nc2ncccc2C(=O)O)c1C	13%	3
CCNC(=O)CN1C(=O)NC(Cc2ccccc2)(Cc2ccccc2)C1=O	?	nt
Cc1ccc(SCc2nc3ccccc3n2CC(=O)Nc2c(C)cccc2C)cc1	-7%	6
O=C(CCn1ccc2ccccc21)Nc1ccc(N2CCOCC2)cc1	?	nt
C=CCn1c(SCC(=O)c2c(N)n(C3CC3)c(=O)[nH]c2=O)nnc1-c1ccc(OC)cc1	?	nt
COCCN(Cc1nc2ccccc2c(=O)[nH]1)C(=O)COc1ccccc1-c1ccccc1	?	nt
CSc1nc2ccc3nc(NC(=O)c4cccs4)sc3c2s1	?	nt
COC(=O)Cn1c2c(c3cc(C)ccc31)CCCC2NC(C)c1ccccc1 (configuration not stated)	2%	7
C1=C(CCNc2ncnc3nc[nH]c23)CCCC1	16µM*	-24*
CCN(C(=O)CN1C(=O)S/C(=C\c2ccccc2OC)C1=O)C1CCS(=O)(=O)C1 (configuration not stated)	?	nt
Clc1cccc(N2CCN(c3ncnc4nc[nH]c34)CC2)c1	15%	2
CCNc1oc(-c2ccccc2F)nc1S(=O)(=O)c1ccccc1	?	nt
CC(C)(C)OC(=O)N1CCN(C(=O)c2nc[nH]c2C(=O)N2CCN(c3ccccc3)CC2)CC1	?	nt
CC(=O)c1c(C)nc2sc3c(=N)n(N)cnc3c2c1-c1ccc(Cl)cc1	?	nt
CCOC(=O)c1cc(C)n(CCCN2CCOCC2)c1C	?	nt
O=c1c2ccccc2nc2c3ccccc3cnn12	1%	13
COc1cc(NC(=S)NCCc2ccc(S(N)(=O)=O)cc2)c(OC)cc1Cl	?	nt
CCOC(=O)N1CCN(C(=O)c2ccc(SC)cc2OC)CC1	11%	2
O=C(NC1CCN(C(=O)Nc2cccc(Cl)c2)CC1)C1CCCCC1	?	nt
C=CCn1c(O)c(N=NC(=O)c2ccc3c(c2)OCO3)c2ccccc21	-3%	-7
Cc1cc(C)cc(NC(=O)CS(=O)(=O)c2ccccc2)c1	?	nt
CC(=O)Nc1ccc(NC(=O)C(C)OC(=O)c2ccccc2C(=O)c2ccc(Cl)c([N+](=O)[O-])c2)cc1 (configuration not stated)	-5%	-6
Cn1ncc2c(N3CCOCC3)ncnc21	?	nt
CC(=O)Nc1ccc(S(=O)(=O)N2CCOCC2)cc1	-2%	10
CCCCN1CC(O)=C(c2nc3ccccc3[nH]2)C1=N	?	nt
CCN(CC)C(=O)CSc1nnc2nnc3cc(Cl)ccc3n12	-1%	-14
COc1ccccc1NC(=O)Cn1nnc(C(=O)Nc2ccccc2)c1N	?	nt
C/C(=N/NC(=O)c1cccs1)c1cccc(NC(=O)C2CC2)c1	?	nt
CC(C)N(Cc1ccccc1)S(=O)(=O)c1ccc(Cl)nc1	0%	-5
Cc1ccc(-c2nn(-c3ccccn3)c(=O)c3ccccc23)cc1	24%	nt
COC(=O)c1cc(COc2ccc3c4c(c(=O)oc3c2)CCCC4)c(C)o1	0%	1

Later entries.
Structure	S3 lipid droplet	S3 lipid droplet cell count max
COc1ccc(C(=O)/C=C/c2ccc(OCc3ccccc3)cc2)cc1CSCC(=O)O	?	nt
Clc1ccc(CN2CCC(c3nc4ccc(Cl)cc4[nH]3)CC2)cc1	5%	-22
O=C(NCc1ccccc1)NC1CC2CCC(C1)N2Cc1ccco1 (configuration not stated)	?	nt
CCC(C(=O)OCC(=O)Nc1c(C)n(C)n(-c2ccccc2)c1=O)c1ccccc1 (configuration not stated)	?	nt
COc1ccc(C2c3c(ncn(CCN4CCOCC4)c3=N)Oc3ccc4ccccc4c32)cc1 (configuration not stated)	?	nt
CN1CCN(c2ccc([N+](=O)[O-])cc2C(=O)c2ccccc2)CC1	0%	1
Cc1c(Br)cc(C(=O)N2CCCCCC2)c(C)c1C	?	nt
CC1CCCCN1S(=O)(=O)c1ccc2[nH]c(=O)cc(C(=O)NCCCN3CCCCCC3)c2c1 (configuration not stated)	10%	-7
COc1cc(NC(=O)COC(=O)CCCC2=NS(=O)(=O)c3ccccc3N2)cc(OC)c1	i	nt
O=C(CN1CCN(c2ccccc2)CC1)Nc1ccncc1	-3%	8
COc1cccc(NC(=O)Cc2cn(C)c3ccccc23)c1	?	nt
Cc1ccc(SCCN2CCC(NC(=O)OCc3ccccc3)CCC2=O)cc1 (configuration not stated)	?	nt
Cc1[nH]c2ccc(C(=O)N3CCN(c4ccc(F)cc4)CC3)cc2c1C	?	nt
CCOC(=O)C1CCN(C(=O)c2[nH]c3ccc(OC)cc3c2C)CC1	8%	2
Cc1ccc(S(=O)(=O)N(c2cccc(C)c2)C2CCS(=O)(=O)C2)cc1 (configuration not stated)	?	nt
CCOc1ccc(CCNC(=O)COC(=O)COc2ccc(C#N)cc2)cc1OCC	?	nt
O=[N+]([O-])c1cc(S(=O)(=O)N2CCCC2)ccc1N/N=C/c1ccncc1	?	nt
CC(=O)N1c2ccccc2C2CCCC[C@H]21 (some centres not stated)	6%	-1
O=C1C2CC=C(Cl)CC2C(=O)N1CCC[n+]1cccc2ccccc21 (configuration not stated)	17%	-1
[O-][N+]12CCCCC1CCCC2CO (configuration not stated)	14%	0
CCOC(=O)c1ccc(N/C(=N\S(=O)(=O)c2ccccc2C)c2ccccc2)cc1	-15%	-9
CC1(C)CC(=O)C(C=Nc2ccc(O)cc2)=C(O)C1	-2%	-2
O=C(/C=C/c1ccccc1)N1CCC(N2CCC(C(=O)N3CCOCC3)CC2)CC1	18%	14
O=C(CN1C(=O)c2ccccc2S1(=O)=O)N1CCc2ccccc21	?	nt
Cc1cccc2cc(CN(CCCO)C(=O)Nc3cccc(Cl)c3)c(=O)[nH]c12	?	nt
COc1nc(SC)nc(Cl)c1Cc1ccc(OC(C)C)cc1	27%	26
Cc1ccc2nsnc2c1NC(=O)c1cccc([N+](=O)[O-])c1	19%	3
O=C(O)C1=C[C@H](c2cccs2)C[C@H](OCCCCO)O1	-5%	nt
O=C(NNc1nc2ccccc2s1)c1ccccc1F	6%	19
O=C(N/N=C/c1ccccc1O)/C(=C/c1ccccc1)CCO	3%	-28
O=S1(=O)N[C@H](c2ccccc2)C[C@H](c2ccc(C(F)(F)F)cc2)O1	i	-6
CCOc1cc(/C=C2\CN(CC)C/C(=C\c3ccc(O)c(OCC)c3)C2=O)ccc1O	7%	nt
O=C(COC(=O)c1cc(=O)[nH]c2ccccc12)NCc1cccc(Cl)c1	-1%	-7
C=CCN1N=C(/C=C/c2ccc(OC)cc2)CCC1=O	i	13
O=C(N/N=C/c1ccc(Br)s1)c1ccccc1[N+](=O)[O-]	18%	-25
COc1cccc(-c2nnn(CC(=O)N3CCCCC3)n2)c1	?	nt
Cc1ccc(/C=N/NC(=O)c2ccncc2)cc1	?	nt

High-throughput results from PubChem.
